# Compound activity (PubChem BioAssay)
# UTI89 phage lysis: protection from phage-mediated lysis, alamar blue read-out – E. coli UTI89, K1F phage, bacterial capsule biogenesis inhibitors (AID 488966); hit rate 0.02% among 340,000; one-dose inhibition, % at 100 µM; IC50 in µM for titrated hits; E. coli UTI89 K1F phage lysis, alamar blue, 2 h; higher % means a stronger effect;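 active means phage lysis inhibition, versus mean bacterial control, above a set limit; inconclusive means no clear call, values can overlap the other calls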;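 further: capsule biogenesis inhibitors block K1F phage lysis so surviving cells raise fluorescence; higher fluorescence means more inhibition of phage lysis; actives were called in the ten point dose series up to 300 µM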
# MgcRacGAP inhibition: MgcRacGAP GTPase-activating activity inhibitors, confirmation, biochemical, ADP Hunter fluorescence | MgcRacGAP-stimulated Rac1 GTP hydrolysis, ADP Hunter fluorescence; higher % means a stronger effect; GST-tagged Rac1 F28L mutant substrate | inhibition, % at 30 µM, or IC50 in µM where a hit was titrated | hit rate 0.6% among 340,000;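 active means first-screen hits whose inhibition reached a set limit at any dose in the follow-up dose series; inconclusive means inhibition above the set first-screen limit but never retested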;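 further: fluorescence reports GDP produced by GAP-driven GTP hydrolysis; strong numbers were not always called active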
# NTR1 agonist: agonists of NTR1, primary screen, imaging, U2OS cells, beta-arrestin-GFP, high content (AID 493036) | P30989 | NTR1-U2OS beta-arrestin-GFP spot imaging, agonist mode | activation, % at 20 µM | hit rate 0.17% among 330,000;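 active means activation at or above 40% of the spot to cytoplasm intensity ratio, with at least 20 cells analyzed; inconclusive means wells under 20 cells, flagged as cytotoxic or low count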;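 further: 0% = DMSO without peptide and 100% = 100 nM NTR1 peptide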
# Target sequence (P30989 whole entry, looked up): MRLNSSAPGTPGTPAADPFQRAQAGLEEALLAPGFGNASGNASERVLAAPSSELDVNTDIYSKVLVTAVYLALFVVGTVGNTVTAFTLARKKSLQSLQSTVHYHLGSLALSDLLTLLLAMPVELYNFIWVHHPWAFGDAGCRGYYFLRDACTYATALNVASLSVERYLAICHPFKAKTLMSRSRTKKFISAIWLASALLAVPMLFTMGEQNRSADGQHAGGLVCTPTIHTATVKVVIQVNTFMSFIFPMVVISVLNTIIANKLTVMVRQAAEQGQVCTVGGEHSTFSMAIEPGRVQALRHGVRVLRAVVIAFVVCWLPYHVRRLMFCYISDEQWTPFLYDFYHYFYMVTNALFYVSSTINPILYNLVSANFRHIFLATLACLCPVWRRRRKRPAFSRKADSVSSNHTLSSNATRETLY
# NS5 inhibitors: Dengue-2 NS5 methyltransferase inhibitors, primary screen, biochemical, confirmation dose response (AID 588689); Dengue-2 NS5 methyltransferase capping enzyme assay, biochemical; higher % means a stronger effect; one-dose inhibition, % at 25 µM; IC50 in µM for titrated hits; hit rate 0.3% among 340,000; in the data active means a potency from the dose series; inconclusive means inhibition above about 29% without an active follow-up result
# West Nile virus CPE: West Nile virus antiviral activity, cell-based, CPE readout (AID 1621); West Nile virus-infected cells, CPE inhibition; higher % means a stronger effect; hit rate 0.02% among 290,000; one-dose CPE inhibition, % at 10 µM; IC50 in µM for titrated hits; in the data active means a potency from the dose series; inconclusive means CPE inhibition mostly from about 3.7% at the one dose, without a potency; inactive means the rest, 99 in 100 with CPE inhibition below about 2.2%; further: strong numbers were not always called active
# Large T inhibition: SV40 large T antigen inhibitors, biochemical (AID 1903); hit rate 0.39% among 310,000; SV40 large T antigen ATPase/helicase inhibition assay; higher % means a stronger effect; inhibition, % at 20 µM, or IC50 in µM where a hit was titrated; in the data active means a potency from the dose series; inconclusive means inhibition mostly from about 32% at the one dose, without a potency; inactive means the rest, 99 in 100 with inhibition below about 32%; further: strong numbers were not always called active
# T cell HTS: T cell immune modulators affecting CD8 T cell-vesicle binding; 2C CD8+ T cell-vesicle binding, flow cytometry; stronger effect = lower value; calls only at 7 µM; hit rate 0.068% among 330,000; AID 2052;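 active means response, share of CD8 T cells binding vesicles, and their 90th percentile fluorescence all below set limits, cut at about 80% in these data, passing the limit was not always enough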
#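 Incubation: binding step 1.5 h, 37 °C, antibody labelling 20 min, ice; system: murine 2C transgenic CD8+ T lymphocytes; technique: cytometric PE anti-B7-1 and Alexa647 anti-CD8 signals after 1% paraformaldehyde fixation; also added: QL9-charged Drosophila Ld/ICAM-1/B7-1 vesicles; control set: naked versus QL9-loaded vesicles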
# PhoP inhibition: inhibitors of PhoP regulon expression, primary screen, Salmonella Typhimurium, GFP reporter (AID 1863). S. Typhimurium PhoP-regulated promoter GFP reporter, 4 h; higher % means a stronger effect. one-dose inhibition, % at 50 µM; IC50 in µM for titrated hits. hit rate 0.16% among 300,000;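 active means inhibition over 29.93%, a cutoff 3 SD above the screen mean, later confirmed by dose response; inconclusive means inhibition over 29.93% but no dose response follow-up; inactive means inhibition at most 29.93% or unconfirmed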;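 further: 0% = low Mg2+ inducing control and 100% = high Mg2+ repressing control; strong numbers were not always called active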
# RSV antiviral HEp-2: inhibition of RSV-induced cytopathic effect – HEp-2 cells, primary 10 µM value included (AID 2391). hit rate 0.13% among 310,000. HEp-2 cells, RSV-induced CPE inhibition; higher % means a stronger effect. CPE inhibition, % at 10 µM; hits with a dose series show IC50 in µM; in the data active means a potency from the dose series; inconclusive means CPE inhibition mostly from about 23% at the one dose, without a potency; inactive means the rest, 99 in 100 with CPE inhibition below about 21%; further: strong numbers were not always called active
# T cell HTS vesicle-bound %: also measured in T cell HTS; calls as there; double positive events, %; measured here: CD8+ vesicle-bound cell fraction;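 binding gate set so that unloaded-vesicle control wells show 10% double positive cells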
# NTR1 agonist cell count 20 µM: recorded beside NTR1 agonist, whose call it bears; cell count; measured here: cell count, cytotoxicity flag
# NS5 inhibitors pilot replicate: second read-out of NS5 inhibitors, no call of its own (marks repeat the call); inhibition, %; measured here: pilot screen replicate inhibition
# * marks the source's active call; other numbers are inactive results; i = inactive; ? = inconclusive; . = no result given; [ ] = another dose, or the depositor's remark. Some of the compounds tested, so the mix of outcomes need not match the whole.
SMILES,UTI89 phage lysis,MgcRacGAP inhibition,NTR1 agonist,NTR1 agonist cell count 20 µM,NS5 inhibitors,West Nile virus CPE,Large T inhibition,T cell HTS,T cell HTS vesicle-bound %,PhoP inhibition,RSV antiviral HEp-2,others
CSc1ccc(C(=O)C2CCCN(C)C2)cc1 (stereo unspecified),0.1%,3%,-0.1,51,-5%,-0.3%,4%,i,18,7%,-2.5%,
CSc1ncc(Cl)c(C(=O)O)n1,0.6%,11%,0.3,49,1%,0.0%,3%,i,51,-11%,2.0%,
Cc1cc(C(=O)OCC(=O)Nc2ccc(F)cc2F)c(C)n1C1CC1,0.8%[50 µM],3%,-2.1,57,5%,.,.,i,45,.,.,
Cc1nn(Cc2ccccc2)c(C)c1C(=O)NCc1ccccc1F,-1.1%,6%,0.6,47,-6%,-0.7%,24%,i,43,-1%,0.2%,
O=C(O)c1ccc(N=Cc2c(O)[nH]c(=O)[nH]c2=O)cc1,0.0%,9%,1.2,48,-4%,-0.6%,3%,i,10,6%,0.7%,
CCOP(=O)(OCC)/C(C#N)=C/c1ccoc1,-0.3%[50 µM],11%,.,.,1%,0.3%,7%,i,46,-6%,1.9%,
CCCCNC(=O)c1c(N)n(CCCOC)c2nc3ccccc3nc12,-1.0%,9%,9.3,82,-16%,1.5%,-21%,i,52,-4%,11%,NS5 inhibitors pilot replicate=-1.5
CN(C)P(=O)(C(Cl)=C(N1CCCCC1)N1CCCCC1)N(C)C,5.4%,26%,0.6,41,-3%,0.1%,11%,i,33,12%,1.6%,
COc1cccc(CC(=O)N(C)C2CCCN(Cc3ccccc3F)C2)c1 (stereo unspecified),-0.3%,8%,0.3,70,-7%,-1.3%,-5%,i,43,6%,-0.8%,
COc1ccc(NC(=O)C2C3CCC(O3)C2C(=O)O)c(OC)c1 (stereo unspecified),0.1%,13%,1.6,63,-2%,-0.6%,11%,i,61,-3%,4.1%,NS5 inhibitors pilot replicate=6.1
Nc1c(C(=O)NCc2ccco2)c2nc3ccccc3nc2n1CCN1CCOCC1,-0.4%,11%,0.2,74,1%,0.7%,13%,i,41,2%,0.6%,NS5 inhibitors pilot replicate=-7.2
Cc1cc(C=C2C(=O)NC(=O)NC2=O)c(C)n1-c1ccc2c(c1)OCO2,-0.5%,-2%,6.5,44,10%,0.2%,26%,i,45,4%,2.3%,
CSC(=Nc1ccccc1)c1c(O)n(C)c(=O)n(C)c1=O,0.5%,8%,-0.1,51,-10%,-0.4%,-1%,i,11,-18%,-0.3%,
CC(=NCCN1CCOCC1)c1c(O)n(Cc2ccccc2)c(=O)[nH]c1=O,-0.3%,-2%,3.6,98,-9%,-0.4%,5%,i,24,-4%,0.7%,
C/C(=N\Nc1ccccc1)c1c(O)n(C)c(=O)n(C)c1=O,4.9%,4%,1.5,61,-10%,.,4%,i,51,-5%,0.1%,
COC(=O)C1=C(c2ccc(F)cc2OCc2ccccc2)C[C@@H]2CC[C@H]1N2C(=O)NCc1ccc(C(F)(F)F)cc1,2.7%,10%,-1.2,57,-5%,.,.,i,5,.,.,
CN1CCN(c2c(N)c(=O)oc3ccccc23)CC1,5.8%,-5%,0.1,50,1%,-0.3%,6%,i,23,-5%,0.9%,
CCN(CC)CCN1Cc2ccccc2C1=N,0.8%,10%,0.3,72,-1%,-0.2%,5%,i,17,-9%,0.4%,
N#Cc1cc2c(nc1SCC(=O)Nc1cc(Cl)cc(Cl)c1)C1CCN2CC1,-1.2%,7%,8.8,64,-7%,-0.6%,20%,i,9,-8%,-0.7%,
CC(=NCCCn1ccnc1)c1c(O)n(-c2ccccc2)c(=O)[nH]c1=O,-1.0%,1%,-1.2,43,-2%,0.6%,14%,i,44,3%,2.8%,
O=C1CN(O)C(c2ccccc2)=c2cc(Br)ccc2=N1,6.5%,48%,0.1,76,2%,0.2%,3%,i,55,5%,0.8%,
CCN1CCN(C(=O)Cc2ccc(C)cc2)CC1,0.4%,10%,-1.0,51,-5%,1.0%,1%,i,52,-3%,0.7%,NS5 inhibitors pilot replicate=1.5
CCOP(=O)(OCC)C(NC(=O)CC(C)C)C(Cl)(Cl)Cl (stereo unspecified),0.8%,1%,-0.2,44,-2%,1.2%,-4%,i,53,3%,-0.3%,
O=C(NCc1ccc(C(=O)N2CCC3(CC2)OCCO3)cc1)c1cccc(Br)c1,-1.4%,1%,-0.7,58,-3%,-0.4%,-11%,i,52,18%,0.9%,
COC(=O)C1=C(c2cccc(OC)c2OC)C[C@@H]2CC[C@H]1N2C(=O)NCCS(C)=O (stereo partly specified),2.1%,5%,-2.7,95,2%,-0.5%,18%,i,16,.,0.4%,
CCC(=O)c1cn(Cc2ccccc2C#N)c2ccccc12,0.2%,4%,-2.0,77,-4%,-0.3%,-3%,i,34,-2%,?,NS5 inhibitors pilot replicate=-0.3
CCOc1ccc(Cl)cc1CNCCc1ccccc1F,0.1%,2%,-0.2,77,-1%,-0.3%,14%,i,23,-1%,-1.4%,
O=S(=O)(c1ccc(Cl)cc1)N1CC1c1ccccc1 (stereo unspecified),2.1%[50 µM],6%,-0.4,65,-9%,-1.1%,8%,i,8,-2%,1.4%,
Cc1cc(NC(=O)COC(=O)c2c(C)nn(Cc3ccccc3)c2C)no1,-0.3%,8%,-0.4,44,1%,0.1%,6%,i,39,-6%,-0.9%,
C=CCN(CC=C)C(=O)Nc1ccc(OCC)cc1,0.2%,5%,0.4,98,-5%,-0.1%,-17%,i,60,6%,1.4%,
COc1ccc(N2C(=O)NC(=O)/C(=C/c3ccc([N+](=O)[O-])s3)C2=O)cc1,.,.,0.5,51,.,0.8%,70%,i,36,-16%,.,
O=C(COC(=O)Cc1ccccc1)Nc1ccc(F)cc1,0.1%,14%,-0.5,95,-11%,1.5%,12%,i,63,4%,0.6%,
NS(=O)(=O)c1ccc(N=Nc2c(O)[nH]c(=S)[nH]c2=O)cc1,-0.1%,8%,1.1,65,2%,0.1%,13%,i,34,-6%,-0.9%,
O=C(c1cc(S(=O)(=O)N2CCOCC2)ccc1F)N1CCC2(CC1)OCCO2,3.1%,3%,0.5,48,-13%,0.9%,12%,i,25,-3%,-1.0%,
C[C@]12CC[C@@H](O)CC1=CC(=O)C1C2CC[C@]2(C)C(=O)CCC12 (stereo partly specified),2.9%,3%,1.7,71,-5%,.,.,i,29,.,.,
CC12CC[C@H]3[C@@H](CCC4(O)C[C@H](O)CCC34/C=N/NC(=O)c3ccccc3O)C1(O)CCC2C1=CC(=O)OC1 (stereo partly specified),-0.3%,6%,-0.5,63,-9%,17%,18%,i,34,-10%,?,
Cn1c(O)c(/C=N/NC(=O)c2ccncc2)c(=O)[nH]c1=S,.,.,0.7,50,.,0.3%,-2%,i,23,-22%,.,
C/C=C1\NC(=O)[C@@H](NC(=O)[C@H](CCc2ccc(O)cc2)NC(=O)[C@H](C)NC(=O)[C@H](O)CO)[C@@H](C)OC(=O)[C@H](C(C)C)NC(=O)[C@H](Cc2ccc(O)cc2)N(C)C(=O)[C@H](Cc2ccccc2)N2C(=O)C(CC[C@H]2O)NC1=O (stereo partly specified),0.4%,11%,1.2,42,-3%,.,.,i,17,.,.,
COc1cc(N2CCOCC2)ccc1/C=C1\C(=O)NC(=O)N(C2CCCCC2)C1=O,-0.1%,11%,0.3,42,-7%,0.5%,13%,i,20,-1%,1.6%,
COc1ccc(C(=O)N2CCCC2=O)cc1,4.4%,1%,1.1,42,1%,0.3%,10%,i,64,1%,-0.2%,

# In the list so far, 3 have a cyano group:
SMILES,UTI89 phage lysis,MgcRacGAP inhibition,NTR1 agonist,NTR1 agonist cell count 20 µM,NS5 inhibitors,West Nile virus CPE,Large T inhibition,T cell HTS,T cell HTS vesicle-bound %,PhoP inhibition,RSV antiviral HEp-2,others
CCOP(=O)(OCC)/C(C#N)=C/c1ccoc1,-0.3%[50 µM],11%,.,.,1%,0.3%,7%,i,46,-6%,1.9%,
N#Cc1cc2c(nc1SCC(=O)Nc1cc(Cl)cc(Cl)c1)C1CCN2CC1,-1.2%,7%,8.8,64,-7%,-0.6%,20%,i,9,-8%,-0.7%,
CCC(=O)c1cn(Cc2ccccc2C#N)c2ccccc12,0.2%,4%,-2.0,77,-4%,-0.3%,-3%,i,34,-2%,?,NS5 inhibitors pilot replicate=-0.3

# In the list so far, these contain an aryl thioether with sulfur outside any ring:
SMILES,UTI89 phage lysis,MgcRacGAP inhibition,NTR1 agonist,NTR1 agonist cell count 20 µM,NS5 inhibitors,West Nile virus CPE,Large T inhibition,T cell HTS,T cell HTS vesicle-bound %,PhoP inhibition,RSV antiviral HEp-2,others
CSc1ccc(C(=O)C2CCCN(C)C2)cc1 (stereo unspecified),0.1%,3%,-0.1,51,-5%,-0.3%,4%,i,18,7%,-2.5%,
CSc1ncc(Cl)c(C(=O)O)n1,0.6%,11%,0.3,49,1%,0.0%,3%,i,51,-11%,2.0%,
N#Cc1cc2c(nc1SCC(=O)Nc1cc(Cl)cc(Cl)c1)C1CCN2CC1,-1.2%,7%,8.8,64,-7%,-0.6%,20%,i,9,-8%,-0.7%,

# New compounds follow:
SMILES,UTI89 phage lysis,MgcRacGAP inhibition,NTR1 agonist,NTR1 agonist cell count 20 µM,NS5 inhibitors,West Nile virus CPE,Large T inhibition,T cell HTS,T cell HTS vesicle-bound %,PhoP inhibition,RSV antiviral HEp-2,others
C#CCOc1ccc2c(c1)c(C(C)=O)c(C)n2Cc1ccccc1,-0.7%,2%,5.3,61,-9%,-0.8%,4%,i,43,-5%,.,
COc1ccc(C2NCCc3[nH]cnc32)cc1 (stereo unspecified),0.0%,3%,-0.6,43,-5%,0.2%,-2%,i,32,1%,1.2%,
CC(=O)c1cccc(NC(=O)N2C[C@H]3C[C@@H](C2)c2cccc(=O)n2C3)c1,2.7%,7%,4.2,86,-4%,-0.8%,.,i,3,.,0.7%,
CN1CCC(=O)N(CCN=[N+]=[N-])CC1,1.1%,0%,-0.9,73,-6%,-0.1%,30%,i,60,-4%,1.9%,
